Screening data (PubChem BioAssay)
Mdm2-MdmX inh: inhibitors of human Mdm2-MdmX association, primary screen, cell-based, luminescence, split luciferase, SaOS-2, uHTS | Protein Mdm4 (Homo sapiens) + E3 ubiquitin-protein ligase Mdm2 (Homo sapiens), … | AID 485346, 2010 | 330,000 compounds, 3% hits | inhibition, % at 8 µM | SaOS-2 split-luciferase Mdm2/MdmX complementation;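 active means inhibition of at least 50% at 8 µM in the primary screen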
Target sequence (O15151 whole entry, looked up): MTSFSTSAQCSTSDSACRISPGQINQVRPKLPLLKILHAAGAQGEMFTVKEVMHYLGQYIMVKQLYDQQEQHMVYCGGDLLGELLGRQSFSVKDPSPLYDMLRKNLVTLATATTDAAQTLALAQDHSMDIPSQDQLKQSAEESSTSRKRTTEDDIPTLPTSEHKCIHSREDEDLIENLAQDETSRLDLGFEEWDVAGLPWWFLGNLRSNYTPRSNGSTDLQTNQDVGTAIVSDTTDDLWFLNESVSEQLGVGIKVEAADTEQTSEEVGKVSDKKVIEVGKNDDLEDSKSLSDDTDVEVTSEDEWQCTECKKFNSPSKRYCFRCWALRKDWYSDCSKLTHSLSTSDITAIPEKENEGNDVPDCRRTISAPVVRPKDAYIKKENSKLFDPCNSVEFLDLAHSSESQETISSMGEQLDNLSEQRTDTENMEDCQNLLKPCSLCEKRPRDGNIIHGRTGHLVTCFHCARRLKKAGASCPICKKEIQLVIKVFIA
Target sequence (Q00987 whole entry, looked up): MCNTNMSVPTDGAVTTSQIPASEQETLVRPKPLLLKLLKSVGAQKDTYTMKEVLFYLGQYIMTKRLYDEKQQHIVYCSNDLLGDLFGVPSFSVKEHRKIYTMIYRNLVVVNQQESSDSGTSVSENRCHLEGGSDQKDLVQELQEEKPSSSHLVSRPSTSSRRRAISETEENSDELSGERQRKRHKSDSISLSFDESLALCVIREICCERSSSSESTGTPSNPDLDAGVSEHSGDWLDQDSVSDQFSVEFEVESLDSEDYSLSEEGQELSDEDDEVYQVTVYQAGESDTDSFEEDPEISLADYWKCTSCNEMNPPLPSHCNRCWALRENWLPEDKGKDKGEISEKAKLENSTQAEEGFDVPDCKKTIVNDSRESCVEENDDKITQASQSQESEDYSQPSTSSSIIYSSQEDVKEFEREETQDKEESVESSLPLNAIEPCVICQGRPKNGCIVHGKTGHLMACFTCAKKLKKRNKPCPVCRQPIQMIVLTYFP
TIM10 inh: growth inhibitors of isogenic TIM10 control yeast, primary screen, counter-screen for tim10-1 yeast inhibitor project, luminescence, uHTS; AID 463195, 2010; inhibition, % at 10 µM; S. cerevisiae TIM10 strain growth, BacTiter-Glo luminescence, 24 h; 330,000 compounds, 1.4% hits;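 active means inhibition of 40% or more at the single tested concentration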;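 further: wild-type TIM10 isogenic control strain grown at permissive 25 °C; 0% = DMSO yeast wells and 100% = minimal medium wells without yeast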
tim10-1 inh: growth inhibitors of tim10-1 mutant yeast, primary screen, luminescence, uHTS | S. cerevisiae tim10-1 ts strain growth, BacTiter-Glo, 24 h | inhibition, % at 20 µM | 330,000 compounds, 2.2% hits | AID 463190, 2010;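 active means inhibition of at least 40%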;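 further: mutant grown at 25 °C; 0% = DMSO wells with yeast and 100% = wells holding no yeast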
GRIN3A LBD mod: binders of NR3A ligand-binding domain, primary screen, biophysical, differential scanning fluorimetry, uHTS | NR3A LBD differential scanning fluorimetry, Tm shift; 0% = protein alone, 100% = glycine-bound protein | Glutamate receptor ionotropic, NMDA 3A (GRIN3A) ligand-binding domain | 340,000 compounds, 2.5% hits | Tm shift relative to glycine control, % at 25 µM;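 active means melting temperature shift of at least 10% of the positive control shift, at one fixed dose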
APJ ag: agonists of human apelin receptor APJ, primary screen, CHO-K1 cells, PathHunter beta-arrestin, luminescence; P35414; 0% DMSO wells, 100% apelin; activation, % at 20 µM; 330,000 compounds, 0.11% hits; AID 2520, 2010;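 active means activation more than six SD over the plate average, tested at 20 µM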;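 further: 0% = DMSO alone and 100% = apelin-13 at 10 nM; some results filed as inactive read as strong as hits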
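Incubation: overnight seeding, 90 min compound at 25 °C, 1 h detection; test system: PathHunter CHO-K1 APJ (AGTRL-1) beta-arrestin reporter cells; amount: 1000 cells/well; doses: one dose, 20 µM compound, 1% DMSO; measured by: beta-gal luminescence; measure: agonist-driven arrestin binding to APJ; benchmarks: negative DMSO alone, positive Apelin-13 at 10 nM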
tim23-1 inh: growth inhibitors of tim23-1 mutant yeast, primary screen, luminescence, uHTS. S. cerevisiae tim23-1 growth, BacTiter-Glo luminescence, 24 h. inhibition, % at 20 µM. 330,000 compounds, 1.3% hits. AID 463212, 2010;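 active means growth inhibition of the mutant yeast at or above 50%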;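 further: temperature-sensitive mutant grown at 25 °C; plate controls were DMSO-treated mutant yeast for no effect and medium wells lacking yeast for full effect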
NLRP3 yeast inh: NALP3 inflammasome inhibitors in reconstituted yeast, primary screen, luminescence, uHTS | Yeast reconstituted NLRP3/ASC/caspase-1, beta-gal luminescence, 24 h | inhibition, % at 10 µM | 330,000 compounds, 0.39% hits | AID 2825, 2010;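 active means inhibition of 50% or more; inactive means inhibition below 50%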;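 further: plate controls were induced DMSO wells for no effect and uninduced yeast grown without galactose for full effect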
CHOP UPR activ: activators of apoptotic CHOP UPR arm, primary screen, cell-based, CHO-CHOP luciferase reporter, luminescence, uHTS; UPR activation; percent of tunicamycin response over DMSO baseline; activation, % at 10 µM; 330,000 compounds, 0.34% hits; AID 449763, 2010;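 active means at 10 µM dose, activation of 40% or more, normalized to positive control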;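 further: 100% = tunicamycin at 10 µg/mL and 0% = DMSO alone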
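Material: CHO-CHOP cells, stable luciferase reporter of PERK-eIF2a-CHOP signalling; quantity: 500 reporter cells seeded per well; buffer or medium: F12 medium containing 10% fetal bovine serum; compound: one dose, 10 µM in 0.5% DMSO; incubation: 6 h compound treatment, 37 °C; measured by: Steady-Glo luciferase luminescence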
UPR XBP1 act: activators of adaptive XBP1 UPR arm, primary screen, cell-based, CHO-XBP1 luciferase reporter, luminescence, uHTS | AID 463104, 2010 | activation, % at 20 µM | IRE1-XBP1 UPR activation; percent of tunicamycin response, DMSO as zero | 330,000 compounds, 0.33% hits;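 active means versus positive control, 20 µM dose yields 30% or more activation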;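 further: 100% = tunicamycin at 10 µg/mL and 0% = DMSO only wells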
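assay system = CHO-XBP1 luciferase reporter cells | amount = 1000 cells/well | buffer or medium = F12 plus 10% FBS | compound dosing = single point, 20 µM final compound, 1% DMSO | incubation = 16-18 h cell attachment at 37 °C, then 6 h compound exposure | detection = Steady-Glo luminescence read | controls = tunicamycin 10 µg/mL and vehicle-only wells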
Numbers without * were called inactive; · = not tested or not shown.

mol	Mdm2-MdmX inh	TIM10 inh	tim10-1 inh	GRIN3A LBD mod	APJ ag	tim23-1 inh	NLRP3 yeast inh	CHOP UPR activ	UPR XBP1 act
COc1ccccc1C(O)P(=O)(OCC(C)C)c1ccc(N(C)C)cc1 (stereo unspecified)	-22	26	10	-1	-4	14	-4	1.6	-7
CSCC[C@H](NC(=O)c1ccc2c(c1)OCO2)c1nnc2ccccn12	21	6	15	-5	-4	10	12	1.6	-2
COc1ccc(-c2ccc(-c3noc(-c4ccccc4)n3)c(OC)n2)cc1	0	0	21	-10	1	7	20	-1.2	0
COc1ccc(N2CCN(Cc3ccc(Br)s3)CC2)cc1	-21	-1	20	4	-3	18	24	-1.4	-4
O=C(Oc1cc(-c2ccccc2)no1)c1ccc(F)cc1	-18	-2	17	0	-5	-7	2	-1.5	-1
COCCn1c(SCC(=O)OCc2ccccc2)nc2c1c(=O)[nH]c(=O)n2C	10	1	-5	2	-3	-8	-5	-0.9	-1
O=[N+]([O-])c1cccnc1NCc1cccs1	-21	1	1	2	-2	4	12	-2.8	1
COc1ccc(C(=O)c2nccc3ccccc23)cc1	-25	-16	6	-2	-2	27	31	-1.1	1
CCN1CCN(C(=O)CS(=O)(=O)Cc2nc(-c3ccc(C)cc3)oc2C)CC1	6	-9	0	4	-2	13	13	1.0	-1
CCOC(=O)C1=C(C)N=C2SCCC(=O)N2C1c1ccc(C(=O)OC)cc1 (stereo unspecified)	5	-3	28	-1	-6	4	-21	-1.1	-1
O=C(CN1CCC(NC(=O)c2cccc(F)c2)CC1)Nc1ccc(Br)cc1	38	-11	-19	-1	-2	-34	16	-1.8	-7
COc1ccc(N/C=C/c2nc(SC)nnc2C)cc1	13	5	24	-3	-2	14	24	-0.6	6
CC(=O)Nc1nc(N)n(-c2ccccc2)n1	6	-7	5	-1	1	4	-3	0.8	-1
C[C@@]12C(=O)N(c3cccc(F)c3)C(=O)N1[C@@H]1c3ccccc3OC[C@@H]1[C@H]2c1ccccc1	16	23	22	-1	0	37	3	-1.7	-4
O=C(NCCN1CCN(c2ccccc2)CC1)Nc1ccccc1Cl	-41	11	-6	0	-1	4	13	1.7	-3
Cc1cccc(NC(=S)Nc2ccc(Br)cc2)c1	19	11	19	7	-4	11	30	-1.2	-2
COc1ccc(F)cc1S(=O)(=O)NCC(=O)NCc1cc(=O)n(C)c(=O)n1C	4	0	-6	3	-1	-12	8	-1.0	-3
Cc1ccc(-n2nc3c(=O)n(CCCC(=O)NCc4ccco4)nc(C)c3c2C)cc1	17	7	-1	0	-10	3	-2	0.7	4
COc1ccc(CN2C(=O)c3ccccc3C2=O)cc1C(=O)Nc1ccc(C)cc1C	1	3	-1	-5	0	15	22	1.7	8
CSc1ncccc1C(=O)N1CCN(S(=O)(=O)c2ccc(C)cc2)CC1	9	1	8	-2	0	-1	5	0.0	0
CCCN1CCC(NCC(C)c2ccccc2)CC1 (stereo unspecified)	3	-14	1	1	3	12	8	-0.3	-4
CCCCNc1c(N)n(CC(C)C)c(=O)[nH]c1=O	9	-4	-15	-1	-1	24	11	-2.3	0
CN(C)c1ccc(-c2nnn(CC(=O)NCc3ccc4c(c3)OCO4)n2)cc1	8	7	9	-1	-4	5	8	0.5	-1
Cc1ccccc1N(CC(=O)NC(C)(C)C)C(=O)c1ccc(-c2ccccc2)[nH]1	-9	18	14	·	0	10	-10	1.1	1
CCC(=O)Nc1ccc(F)c(Cl)c1	15	-11	-3	5	-2	3	22	-3.1	2
CCN(CC)C(=O)Oc1ccc(Cl)c2cccnc12	4	-14	-1	0	0	-2	14	-0.7	0
Cc1ccc(C(=O)N/C(=C/c2ccc(F)cc2)C(=O)NCc2ccncc2)cc1	16	-1	20	0	0	4	-2	-1.2	-2
Cc1cc(OCC(=O)N2CCOCC2)cc2oc(=O)c3ccccc3c12	14	-4	2	0	-4	5	5	0.4	0
CC(Oc1ccccc1)C(=O)N1CCCc2ccccc21 (stereo unspecified)	9	2	19	-1	-4	18	-18	-1.2	1
CCCCNC(=O)CCn1c(=O)c2ccccc2n(CC(=O)N2CC(C)CC(C)C2)c1=O (stereo unspecified)	6	5	-14	3	-5	-4	12	-1.5	-2

Some entries already given, limited to CHOP UPR activ and NLRP3 yeast inh:
Molecule | CHOP UPR activ | NLRP3 yeast inh
Cc1cc(OCC(=O)N2CCOCC2)cc2oc(=O)c3ccccc3c12 | 0.4 | 5
CC(Oc1ccccc1)C(=O)N1CCCc2ccccc21 (stereo unspecified) | -1.2 | -18
CCCCNC(=O)CCn1c(=O)c2ccccc2n(CC(=O)N2CC(C)CC(C)C2)c1=O (stereo unspecified) | -1.5 | 12

(more compounds)
mol	Mdm2-MdmX inh	TIM10 inh	tim10-1 inh	GRIN3A LBD mod	APJ ag	tim23-1 inh	NLRP3 yeast inh	CHOP UPR activ	UPR XBP1 act
CCCN1C2CCCC1CC(NC(=O)C1CCCCC1)C2 (stereo unspecified)	-19	5	18	1	-2	18	-7	1.3	0
Cc1ccc(CN(CCO)CCO)cc1	-7	-6	-2	-1	-5	0	-11	-0.7	-2
O=C(COC(=O)C12CC3CC(CC(O)(C3)C1)C2)N1CCN(S(=O)(=O)c2ccc(Cl)cc2)CC1	14	-1	17	1	1	-2	-10	-0.3	0
CCC(=O)N1CCC2(CC1)Oc1ccc(Cl)cc1C(=O)C21CC(c2ccc(Cl)cc2)=NO1 (stereo unspecified)	-8	17	36	1	-7	24	15	-1.2	2
CCN(CC)C(=O)C1CCN(S(=O)(=O)c2cccc3nonc23)CC1	-6	-5	19	0	-4	9	-9	-1.0	1
COc1ccccc1-n1c(SCC(=O)Nc2ccc3c(c2)OCO3)nc2c(c1=O)SCC2	49	18	-16	-1	-6	19	26	-0.3	2
CC(=O)Nc1cccc(-c2csc(Nc3ccc(C)cn3)n2)c1	-286	17	2	27*	2	-13	-12	5.8	1
O=C(c1cc(S(=O)(=O)NCc2ccco2)ccc1Br)N1CCOCC1	-10	6	7	2	-2	14	6	3.1	-1
O=S(=O)(Nc1ncccn1)c1ccc(NS(=O)(=O)c2cccc(Cl)c2Cl)cc1	-1	13	15	0	-1	16	8	-0.7	3
COc1ccc(C(=O)N2CCCC(c3ccccc3)=N2)cc1	-14	45*	40	-4	-3	39	30	-0.2	1
COc1ccccc1N1CCN(C(=O)c2oc3cc(C)cc(C)c3c2C)CC1	20	28	45*	0	-3	30	6	-1.9	-3
C/C(=N\Nc1cccc2cccnc12)c1ccccc1O	-231	8	11	-6	-4	2	26	-0.2	1
O=C(NNS(=O)(=O)c1ccccc1)c1cccs1	20	2	-2	1	0	-10	-4	2.6	0
CCCCOC(=S)NC(=O)c1sc2ccccc2c1Cl	-5	30	35	-6	1	41	2	0.4	2
Cc1cc(C)c(CN2CCC(n3nccc3NC(=O)C3CCCC3)CC2)cc1C	21	3	11	0	-3	3	14	-3.1	-4
CCc1cc(C(=O)NN2C(=O)NC3(CCCCC3)C2=O)sc1C	-38	-7	-10	1	-4	7	26	2.8	-3
CN=C1NN=C(c2cc(C)n(-c3c(C)n(C)n(-c4ccccc4)c3=O)c2C)CS1	-23	7	11	-1	-4	5	3	-0.5	-1
COc1cc(CN(C)CC2CCCN(CCc3cccc(C(F)(F)F)c3)C2)ccc1O (stereo unspecified)	24	-15	4	-2	-1	-21	33	1.0	1
O=C1NC2(CCCc3ccccc32)C(=O)N1CCOc1ccc(Br)cc1 (stereo unspecified)	-8	18	26	-2	1	21	1	1.1	1
c1ccc2[nH]c(NCc3ccc4c(c3)OCO4)nc2c1	4	9	-4	-1	-2	-11	5	4.4	-2
CCn1nccc1C(=O)Nc1ccccc1OC	16	0	5	-1	-2	-4	23	1.8	-4
Cc1ccc(C)c(NC(=O)C(Sc2nncn2C)c2ccccc2)c1 (stereo unspecified)	-5	12	16	2	-2	8	-1	-0.2	-1
CCc1ccc(CN2CCC(CO)(CC3CCCCO3)CC2)o1 (stereo unspecified)	3	0	-10	0	-2	13	20	1.5	3
CCOC(=O)c1ccc(NC(=O)COC)cc1	8	2	-2	-2	-3	9	8	1.8	-1
COc1ccc(-c2nc(C#N)c(NCC3CCCO3)o2)cc1OC (stereo unspecified)	14	13	6	-1	-3	22	15	3.5	3
O=C(Nc1ccc(F)cc1F)N1CCCN(c2ccc([N+](=O)[O-])cn2)CC1	2	10	-1	2	2	15	21	0.6	-5
CCN(CC(=O)Nc1c(F)cccc1F)C(=O)/C=C/c1cn(Cc2ccccc2)nc1-c1cccnc1	12	-7	-4	-2	0	-10	1	-0.9	0
Cc1cc(NC(=O)C2CC(=O)OC2c2ccccc2)no1 (stereo unspecified)	7	-17	-18	2	-1	2	0	-1.1	2
Cc1cc(NC(=O)CSc2nnc3c(C)cc4ccccc4n23)no1	-5	16	-5	-1	6	12	-4	-2.5	-1
COc1ccc(N2CC(C(=O)Nc3ccc(S(=O)(=O)Nc4nccs4)cc3)CC2=O)cc1 (stereo unspecified)	-36	11	0	-10	-1	5	7	-0.3	0
O=c1nc(-c2ccccc2)n(-c2ccccc2)c2ncccc12	11	-20	-11	-4	-6	-22	1	-1.4	-6
CCCCCCCNC(=O)C1(CC2CC(c3ccc(Cl)cc3)=NO2)CCN(C(=O)Cc2ccc(F)cc2)CC1 (stereo unspecified)	30	9	7	-1	0	9	17	4.2	-1
CN=C1SC(CC(=O)Nc2ccc(C(C)=O)cc2)C(=O)N1C (stereo unspecified)	3	-1	2	-11	1	17	7	-1.0	-4
O=C(CCC1CCCN(C(=O)Cn2cnnn2)C1)NCc1ccccc1F (stereo unspecified)	-5	9	6	-1	-3	-4	-2	1.5	-1
CCOCC(O)CNc1ccccc1 (stereo unspecified)	-8	-6	-9	-1	-2	4	10	-1.5	-3
CN(Cc1ncc[nH]1)C(=O)c1cc(COc2c(F)cccc2F)on1	11	9	-3	0	0	-4	0	-1.7	1
